CCT chaperon mod = High-Throughput Screening for Modulators of Cytosolic Chaperonin Activity; hit rate 0.3% among 360,000; AID 651819, 2012; purified chaperonin ATPase assay, HTRF ADP detection, 30 min; activity change, % (test concentration not listed), hits read low; in the data active = activity change below about -30%; also: % is scaled to controls: 0 for no effect and ±100 for the full control effect
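First, chaperonin was dispensed at 40 nM or 20 nM final depending on batch activity. Next, compounds were pinned at 76 uM and ATP added at 10 uM. After 30 min at 37 °C, ADP detection reagents ran 30 min at ambient temperature.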
Mm-Cpn inhibitor = Inhibitors of TCP-1 ring complex (TRiC) of Methanococcus maripaludis (MmCpn): qHTS | purified Mm-Cpn ATPase, ADP Transcreener TR-FRET | hit rate 0.031% among 330,000 | Potency, µM (highest dose often 76.9 µM), inactives show top-dose activity, negative = inhibition, most hits filed as inhibitors | Chaperonin Mm-Cpn (Methanococcus maripaludis); also: potency is read from the fitted curve at half-maximal effect; % is scaled to controls: 0 for no effect and ±100 for the full control effect; nearly all actives have a fitted effect of over 80% in size
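Compound-treated chaperonin, 25 nM final, turns over 10 uM ATP at 37°C for 30 min following a 10 min preincubation; ADP generated competes with ADP-d2 for Eu-cryptate antibody, lowering FRET.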
EPAC2 antag = qHTS for Antagonist of cAMP-regulated guanine nucleotide exchange factor 2 (EPAC2): primary screen; AID 720708, 2013; hit rate 0.18% among 360,000; EPAC2 GEF exchange of Rap1B-BODIPY-GDP, fluorescence; Potency, µM (series often up to 114 µM), without a hit: top-dose activity, negative = inhibition, most hits filed as inhibitors; also: potency is read from the fitted curve at half-maximal effect; % is scaled to controls: 0 for no effect and ±100 for the full control effect; nearly all actives have a fitted effect of over 45% in size; many of its hits are not listed in these tables
Target sequence (Q8WZA2 whole entry, looked up): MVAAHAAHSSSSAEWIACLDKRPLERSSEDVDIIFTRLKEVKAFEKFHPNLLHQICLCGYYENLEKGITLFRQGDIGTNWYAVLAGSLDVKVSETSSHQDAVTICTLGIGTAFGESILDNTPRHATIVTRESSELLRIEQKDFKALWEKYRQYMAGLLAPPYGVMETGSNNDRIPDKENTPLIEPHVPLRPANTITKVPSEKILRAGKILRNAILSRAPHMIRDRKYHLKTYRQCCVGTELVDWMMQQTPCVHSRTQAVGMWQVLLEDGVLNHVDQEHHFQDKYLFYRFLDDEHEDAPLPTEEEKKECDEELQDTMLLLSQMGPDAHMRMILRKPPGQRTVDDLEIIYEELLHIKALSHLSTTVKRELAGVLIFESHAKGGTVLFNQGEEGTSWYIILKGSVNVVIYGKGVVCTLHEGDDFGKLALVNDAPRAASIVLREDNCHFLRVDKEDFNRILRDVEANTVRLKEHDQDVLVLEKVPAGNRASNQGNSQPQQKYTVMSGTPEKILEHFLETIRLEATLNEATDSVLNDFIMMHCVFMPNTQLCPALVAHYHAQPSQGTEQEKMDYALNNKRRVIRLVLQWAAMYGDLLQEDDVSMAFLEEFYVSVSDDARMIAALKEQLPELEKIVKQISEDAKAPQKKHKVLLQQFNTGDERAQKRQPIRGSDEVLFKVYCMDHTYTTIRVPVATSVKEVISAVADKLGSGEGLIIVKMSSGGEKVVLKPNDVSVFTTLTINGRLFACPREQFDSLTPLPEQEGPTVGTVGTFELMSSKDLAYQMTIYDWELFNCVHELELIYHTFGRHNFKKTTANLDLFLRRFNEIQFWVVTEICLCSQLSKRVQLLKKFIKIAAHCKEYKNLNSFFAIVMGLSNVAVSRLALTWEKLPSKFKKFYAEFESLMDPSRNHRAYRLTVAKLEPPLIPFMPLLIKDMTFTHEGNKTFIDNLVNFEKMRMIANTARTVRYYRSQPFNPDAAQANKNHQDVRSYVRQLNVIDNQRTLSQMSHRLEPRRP
EPAC2 ag = qHTS for Agonist of cAMP-regulated guanine nucleotide exchange factor 4 (EPAC2): primary screen | Rap guanine nucleotide exchange factor 4 (Homo sapiens), Q8WZA2 | EPAC2 activation, biochemical qHTS; response scale: 100% = 6.5 mM cAMP response | Potency, µM (titrated, usually from 154 µM), for the others: top-dose activation, hits mostly activators | hit rate 0.079% among 360,000 | AID 720711, 2013; also: potency is read from the fitted curve at half-maximal effect; nearly all actives have a fitted effect of over 50% in size
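Compounds were titrated in qHTS against a Rap1B-BODIPY-GDP (250 nM) complex with EPAC2 (100 nM) and GDP (50 uM). BODIPY-GDP release tracked at 480/540 nm over 30 min at room temperature, normalized to 6.5 mM cAMP.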
PTHR1 ag = qHTS for PTHR1 Agonists: Primary Screen; hit rate 0.075% among 410,000; Potency, µM (highest dose often 115 µM), for the others: at the top dose activation, actives largely listed as activators; HEK293 GP2 PTHR1 cells, GloSensor cAMP luminescence, 1 h; AID 743266, 2014; Parathyroid hormone/parathyroid hormone-related peptide receptor (Homo sapiens), Q03431; also: potency is read from the fitted curve at half-maximal effect; nearly all actives have a fitted effect of over 55% in size; some results filed as inactive show a strong effect at the top dose; inactives centre near -15; many of its hits are not listed in these tables
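HEK-293-derived GP2 cells expressing PTHR1 and a GloSensor cAMP reporter, 3,000/well, plated overnight, given luciferin plus IBMX (each 0.5 mM as added) for 1 h at 37 °C, then compound for 1 h at 37 °C. Luminescence was read after 15 min at room temperature.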
D3 antag = qHTS of D3 Dopamine Receptor Antagonist: qHTS; D(3) dopamine receptor (Homo sapiens), P35462; D3R cells, DiscoveRx beta-arrestin luminescence, antagonist mode; stronger effect = lower value; max response, negative = inhibition, %; hit rate 2.5% among 360,000; AID 652054, 2013; in the data active = max response below about -50%; inconclusive = no clear call, values can overlap the other calls; also: % is scaled to controls: 0 for no effect and ±100 for the full control effect; mostly tested at two doses, the higher about 12 µM
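Cells plated overnight at 1500 cells/well, then exposed to library compounds with dopamine controls for 90 minutes at 37 degrees C. DiscoveRx reagent added for 30–60 minutes at room temperature; luminescence read, quantitative HTS format.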
Akt phos inh = HTS Assay for Inhibitors of Akt Phophorylation: Primary Screen; Neuro2A IGF-stimulated pAkt S473 HTRF, 20 min; stronger effect = lower value; hit rate 0.32% among 360,000; activity change, % for hits at 50 µM; in the data active = activity change below about -80%; inconclusive = mostly about -51% to -80%; also: % is scaled to controls: 0 for no effect and ±100 for the full control effect
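Neuro2A cells in DMEM with 0.5% FBS, overnight at 37 deg C, given compound at single 50 µM final, then IGF (6 nM final) for 20 min at 37 deg C. Lysed; phospho-Akt Ser473 by HTRF after 24 h, 665/615 ratio.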
D3 ag = qHTS of D3 Dopamine Receptor Agonist: qHTS; hit rate 0.58% among 410,000; D3R DiscoveRx beta-arrestin cells, luminescence, 90 min; max activation, %; in the data active = max activation above about 30%; also: 0% is about no effect; mostly tested at two doses, the higher about 12 µM
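Agonist mode: compounds and dopamine controls were applied to plated cells for 90 min at 37 degrees C after an overnight attachment at 1500 cells/well. Luminescent read-out followed 30 - 60 minutes at room temperature with DiscoveRx detection reagent.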
* = called active by the depositor; i = inactive; u = inconclusive; x = no result given; & = joins results of further samples; [ ] = another dose, or the depositor's remark. Unless noted, calls follow the shape of the dose curve; as a rule, active = well fitted curve in the direction sought with a large enough effect; inconclusive = small, poorly fitted or top-dose-only effect, or another doubt; inactive = no such curve, though single readings can be large; an effect the other way counts as inactive or inconclusive. A portion of the library; count on the stated rates, not on these rows.

mol,D3 antag,EPAC2 antag,Akt phos inh,Mm-Cpn inhibitor,EPAC2 ag,D3 ag,CCT chaperon mod,PTHR1 ag
Cc1cccc(N(CC(=O)NC2CCCC2)C(=O)CCCC(=O)Nc2ccccn2)c1,15.8,8.0%,i,-0.2%,0.2%,-0.1,-0.6,-7.3%[57.5 µM]
O=C(c1[nH]c(C(F)(F)F)nc1-c1ccccc1)N1CCN(c2ccncc2)CC1,11.7,-3.7%,i,x,1.3%,-0.6,-0.8,-0.4%
COc1cc(C(=O)NC(=S)Nc2nccs2)cc(OC)c1OC,17.1,0.4%,i,2.4%,-3.8%,5.7,1.5,i
Cc1c(Cl)cccc1NC(=O)CN1CCN(CCO)CC1,u,-1.9%,i,0.6%,12.6%,-33.2,1.1,i
O=C(Nc1ccc(-n2cccc2)cc1)C1CC1,-8.1,-2.3%,i,0.9%,16.5%,-8.8,-3.0,-45.5%
CCN(CC)S(=O)(=O)c1ccc(C(=O)OCn2nnc3ccccc3c2=O)cc1,0.0,-7.8%,i,-2.4%,0.2%,4.8,1.2,-97.6%[inhibitor]
COc1cc(C(c2c(C)[nH][nH]c2=O)c2c(C)[nH][nH]c2=O)cc([N+](=O)[O-])c1O,-27.4,-6.1%,i,-1.5%,10.4%,5.4,-0.6,-20.3%
C=C(C)/C=N/NC(=S)Nc1ccc(S(=O)(=O)N2CCOCC2)cc1,-6.2,-1.3%,i,-0.2%,8.3%,11.1,-0.8,i
COCOCCn1cc(CN2CCS(=O)(=O)N(Cc3ccc(-c4ccc(Cl)cc4)cc3)C(C)C2=O)nn1 (stereo not drawn),-8.8,-11.5%,i,x,12.2%,-0.3,-0.7,-34.4%[inhibitor]
COCC1CCCN(C(=O)c2ccc3oc(C(C)C)nc3c2)C1 (stereo not drawn),4.3,5.2%,i,0.0%,7.5%,5.3,0.4,-0.1%
O=C(O)Cc1c[nH]c2ccccc12,-1.5,5.9%,i,x,3.2%,-14.1,1.4,-35.2%
Nc1nc(COc2ccccc2)cs1,8.0,0.8%,i,-1.3%,6.7%,-2.4,-2.0,i
Cc1cc(OCc2cc(C(=O)N(C)CCc3cnn(C)c3)no2)cc(C)c1Cl,-20.5,-16.4%,i,1.1%,17.0%,-1.9,-1.8,-26.1%
COc1cccc(-c2ncc3ccccc3c2COC(=O)c2cccs2)c1,-28.3,-8.3%,i,-2.9%,12.9%,-2.2,-0.6,-33.9%[inhibitor]
N#C/C(=C/c1ccc(N2CCOCC2)o1)c1nc2ccccc2[nH]1,24.6,46.4%[activator],i,-9.0%,100µM*,-0.7,0.0,-19.8%
CC(OC(=O)C1=COCCO1)C(=O)NC1CCCC(C)C1C (stereo not drawn),u,23.6%,i,x,1.9%,-13.1,1.6,8.4%
O=C(O)C1CC=CCC1C(=O)N1CC=C(c2ccccc2)CC1 (stereo not drawn),-62.2*,3.3%,i,0.2%,11.9%,-12.4,0.1,i
Cc1ccc(C(=O)Nc2ccccc2C(=O)O)cc1S(=O)(=O)NCc1ccccc1,7.6,-2.1%,i,2.3%,-2.1%,-5.3,-2.4,-24.3%
Cc1nnc2sc(SCc3cccc(Cl)c3)nn2c1=O,3.9,17.4%,i,1.0%,1.3%,2.4,3.8,-74.2%[inhibitor]
c1ccn(CCc2ccncc2)c1,8.0,0.5%,i,x,5.4%,-1.4,-3.0,i
CCN1C(=O)c2cccc3c(S(=O)(=O)NC(Cc4ccccc4)C(=O)O)ccc1c23 (stereo not drawn),-9.2,-15.8%,i,-4.9%,2.2%,11.0,-2.3,-8.4%
CC(CCc1ccccc1)NC(=O)CNC(=S)N(Cc1cccs1)C1CCCC1 (stereo not drawn),-17.2,-12.5%,i,-0.5%,8.7%,0.6,0.9,-22.7%
Cc1ccc(CN2CCN(Cc3ccc4ncccc4c3)CC2CCO)cc1 (stereo not drawn),-16.0,-13.0%,i,-0.4%,-0.8%,-13.8,0.9,-9.9%
Cc1ccc2nc(NC(=O)COC(=O)c3ccco3)sc2c1,0.0,5.0%,x,x,0.8%,-2.7,0.5,-40.4%[inhibitor]
C/C(=N/NS(=O)(=O)c1ccc(Br)cc1)c1ccc(C)o1,4.8,-0.2%,i,0.3%,-2.5%,3.8,-3.3,-4.3%
Cc1ccc(NC(=O)COc2ncnc3c(Cl)cc(Cl)cc23)cc1[N+](=O)[O-],-1.1,15.4%,i,-1.3%,-6.1%,-6.6,1.0,i
COc1ccc(OC)c(S(=O)(=O)N/N=C(/C)c2c[nH]c3ccccc23)c1,-7.8,2.2%,i,1.0%,1.6%,0.2,-4.3,i
COC(=O)C1(C(=O)OC)CCCCN(S(=O)(=O)c2ccc(C)cc2)CCC1,6.6,-5.2%,i,x,15.5%,11.2,-1.6,i
CC(C)CCN1C(=O)CCC1(C)C(=O)NC1CCCCCCC1 (stereo not drawn),-7.9,-2.1%,i,1.2%,-1.3%,13.1,-1.4,-24.7%
Cc1c(C(=O)NCc2ccc(C(C)C)cc2)sc(=O)n1Cc1cccc(F)c1,-6.1,-1.9%,i,x,-5.6%,3.2,-0.6,u
O=C1c2ccccc2S(=O)(=O)N1CC(O)COc1ccc(Cl)cc1 (stereo not drawn),-2.1,-3.5%,i,1.1%,2.4%,-6.2,-1.0,-30.0%
Cc1ccc(C(=O)Nc2ccc3c(c2)OCCO3)cc1,-11.5,-8.3%,i,-1.2%,19.1%,-5.5,-7.7,-33.1%
Cc1cc(C=O)c(C)n1-c1cc(C(=O)O)cc(C(=O)O)c1,20.0,20.7%,i,-1.9%,0.3%,6.5,-1.1,i
Cc1cc(Cl)c(S(=O)(=O)N(C)C)cc1OCC(N)=O,4.8,-0.1%,i,-1.5%,-8.6%,12.1,-1.2,i
CC(=O)c1c(C)[nH]c(-c2ccccc2)nc1=S,u,9.3%,i,-0.2%,3.1%,-13.1,-10.9,-8.9%
O=C1CCn2c1c(O)c1ccccc1c2=O,-3.5,0.8%,i,x,31.7%,2.0,-4.2,13.2%

Some of these compounds in order of length of the SMILES, falling:
mol,D3 antag,EPAC2 antag,Akt phos inh,Mm-Cpn inhibitor,EPAC2 ag,D3 ag,CCT chaperon mod,PTHR1 ag
Cc1ccc(NC(=O)COc2ncnc3c(Cl)cc(Cl)cc23)cc1[N+](=O)[O-],-1.1,15.4%,i,-1.3%,-6.1%,-6.6,1.0,i
C/C(=N/NS(=O)(=O)c1ccc(Br)cc1)c1ccc(C)o1,4.8,-0.2%,i,0.3%,-2.5%,3.8,-3.3,-4.3%
Cc1cc(Cl)c(S(=O)(=O)N(C)C)cc1OCC(N)=O,4.8,-0.1%,i,-1.5%,-8.6%,12.1,-1.2,i

The listing continues:
mol,D3 antag,EPAC2 antag,Akt phos inh,Mm-Cpn inhibitor,EPAC2 ag,D3 ag,CCT chaperon mod,PTHR1 ag
CCOc1ccccc1CNCCNC(=O)c1nonc1N,-17.8,2.7%,i,-2.0%,-0.3%,-16.9&-12.9,0.7,-0.7%&-0.8%
Cc1cccc(N(C(=O)c2snc(C(N)=O)c2N)C(C(=O)NC2CCCC2)c2ccncc2)c1 (stereo not drawn),-6.7,0.0%,i,0.8%,-6.0%,3.3,-1.9,i
Cc1ccc(C(C)C)c(Oc2cnccn2)c1,15.5,u,i,1.1%,6.6%,3.7,0.3,i
CC(NC(=O)c1cccc(F)c1)C(c1cccs1)N1CCN(C)CC1 (stereo not drawn),-23.5,16.8%,x,1.3%,4.5%,-7.6,2.2,13.1%[57.5 µM]
CC(=O)c1c(C)nc2ccccc2c1N,2.3,-0.9%,i,0.1%,-1.8%,3.8,0.7,-0.5%
CCCc1ccc2oc(C(=O)N(C)CCn3ccnc3C)c(C)c2c1,-23.1,2.9%,i,0.3%,-5.6%,-2.0,-1.1,-6.8%
CCOC(=O)N1CCN(S(=O)(=O)c2ccc(F)c(C(=O)Nc3ccc(C)c(Cl)c3)c2)CC1,-19.4,-6.5%,i,-1.6%,22.5%,-9.2,-0.6,i
O=C1CN(S(=O)(=O)c2ccccc2)c2ccccc2N1,-7.6,-3.5%,i,-0.1%,7.6%,-10.2,-3.9,i
COc1ccc(/C=N/NC(=O)c2cc(C)n(-c3ccccc3)c2C)cc1OC,-1.2,-17.7%,i,3.3%,-5.8%,1.8,-0.6,-64.2%[inhibitor]
CN(c1ccc(OCC(=O)N2CCN(c3ccc(F)cc3)CC2)cc1)S(=O)(=O)c1cccs1,-20.2,-16.2%,i,-5.6%,4.1%,0.9,-1.0,-36.5%[inhibitor]
COc1ccc(NC(=O)CN2CCC(C(N)=O)(N3CCCCC3)CC2)c(OC)c1,14.0,8.9%,i,0.6%,6.8%,2.0,0.8,i
Cc1ccc([C@@H]2[C@@H]3C(=O)N(c4ccccc4)C(=O)[C@@H]3[C@]3(C)C(=O)N(Cc4ccccn4)CC(=O)N23)o1,12.0,-1.5%,i,-2.1%,-0.3%,4.3,-4.3,-15.5%
O=C(CCc1c[nH]c2ccccc12)N1CCN(S(=O)(=O)c2ccc([N+](=O)[O-])cc2)CC1,21.6,-2.2%,i,x,4.1%,3.5,0.9,-22.9%
Cc1csc(NC(=O)c2cc(C)oc2C)n1,-25.3,-1.0%,i,1.6%,0.1%,-6.9,-2.5,-24.5%
CS(=O)(=O)c1ccc(N2CCN(c3ccccn3)CC2)c([N+](=O)[O-])c1,-7.1,-7.2%,i,-0.1%,4.0%,-2.2,-0.8,i

From PubChem
